HT1080 IDH1KD tx = qHTS for induction of synthetic lethality in tumor cells producing 2HG: qHTS for the HT-1080-IDH1KD cell line. AID 686971, 2013. actives 2% (n = 360,000). HT-1080 IDH1 knockdown viability, ATP luminescence, 48 h. Potency, µM (series often up to 46.1 µM), for inactives: at the top dose activity, negative = toxicity, most hits filed as cytotoxic;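 note: 0% = DMSO wells and -100% = cell-free medium wells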
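Viability of IDH1-knockdown HT-1080 fibrosarcoma cells was assessed by CellTiter-Glo after 48 h at 37 °C with titrated compound; concentration-effect curves were classified by fit quality and response size.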
HT1080-NT tox = qHTS for induction of synthetic lethality in tumor cells producing 2HG: qHTS for the HT-1080-NT fibrosarcoma cell line; HT-1080-NT fibrosarcoma viability, CellTiter-Glo ATP luminescence, 48 h; Potency, µM (top dose mostly 46.1 µM), without a hit: top-dose activity, negative = less viability, actives largely listed as cytotoxic; actives 1.6% (n = 360,000);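 note: NT is the 2HG producing partner of a matched IDH1 knockdown line; 0% = DMSO-treated cells and -100% = media-only wells without cells; nearly all actives have a fitted effect of over 55% in size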
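HT-1080-NT fibrosarcoma cells (2HG-overproducing), 750 cells/well in RPMI with 5% FBS, dosed after 2 h and incubated 48 h at 37C. CellTiter-Glo luminescence normalized to DMSO and no-cell wells; concentration-response curves fitted and classed.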
TDP-43 yeast inh = qHTS of TDP-43 Inhibitors | TDP-43 expressing yeast growth rescue, BacTiter-Glo, 24 h | actives 1.8% (n = 410,000) | Potency, µM (highest dose often 46.1 µM), without a hit: top-dose growth rescue (activation), actives largely listed as activators; note: % of control where 0% means no effect; nearly all actives have a fitted effect of over 50% in size
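Luminescence from BacTiter-Glo reports growth of TDP-43-expressing yeast after 24 hr at 30 deg C with compound. Cells were raffinose-pregrown to mid-log, then seeded in galactose medium at OD600=0.02.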
KB-3-1 cytotox = qHTS assay for MDR1-selective chemotherapeutics: Primary screen using the parental adenocarcinoma cell KB-3-1; KB-3-1 viability, CellTiter-Glo ATP luminescence, 72 h; Potency, µM (doses to about 46.1 µM), for inactives: top-dose activity change, negative = cytotoxic, usual class: cytotoxic; actives 1.4% (n = 400,000); note: % is set by controls: 0 for no effect and ±100 for the full control effect; nearly all actives have a fitted effect of over 60% in size
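Cytotoxicity in the drug-sensitive parental line KB-3-1 was scored as loss of CellTiter-Glo luminescence following 72 h incubation with compound. Values come from curve fitting of normalized concentration-response data.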
HEK293 tox = qHTS of GLP-1 Receptor Inverse Agonists: Cytotox Screen | HEK293 cAMP-luciferase reporter cells, luminescence, 24 h | Potency, µM (top dose mostly 38.3 µM), for inactives: at the top dose activity change, negative = inhibition, actives largely listed as inhibitors | actives 0.13% (n = 410,000) | AID 624418, 2012;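 note: loss of luciferase light is scored as toxicity; % is set by controls: 0 for no effect and ±100 for the full control effect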
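Step one: seed cells (200 cells/uL, DMEM with 10% Nu serum, 1% pen-strep). Step two: 12-hour incubation at 37 deg C. Step three: pin 23 nL compound, incubate 24 hr. Step four: add luciferase reagent, read luminescence 12 min later.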
GLP1R ag = qHTS of GLP-1 Receptor Agonists; Glucagon-like peptide 1 receptor (Homo sapiens), P43220; HEK293 GLP-1R CRE-luciferase, luminescence, 4-6 h; cells express a hypersensitive GLP-1R form; Potency, µM (series often up to 45.6 µM), for inactives: at the highest dose activation, most hits filed as activators; actives 0.007% (n = 380,000); note: % of control where 0% means no effect
Target sequence (P43220 whole entry, looked up): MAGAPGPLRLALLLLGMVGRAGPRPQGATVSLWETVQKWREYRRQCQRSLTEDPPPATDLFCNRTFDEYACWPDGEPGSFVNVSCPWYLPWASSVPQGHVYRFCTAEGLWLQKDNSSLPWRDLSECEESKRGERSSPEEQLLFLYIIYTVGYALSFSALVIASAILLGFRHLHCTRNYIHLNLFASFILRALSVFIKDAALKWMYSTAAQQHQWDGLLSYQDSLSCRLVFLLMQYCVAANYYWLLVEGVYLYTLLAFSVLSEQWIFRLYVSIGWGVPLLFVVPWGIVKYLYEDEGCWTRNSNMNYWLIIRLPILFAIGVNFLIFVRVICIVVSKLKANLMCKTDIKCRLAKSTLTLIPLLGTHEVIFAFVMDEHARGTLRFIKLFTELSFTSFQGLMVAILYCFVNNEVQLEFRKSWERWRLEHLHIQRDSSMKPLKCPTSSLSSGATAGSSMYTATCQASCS
KB-V1 MDR tox = qHTS assay for MDR1-selective chemotherapeutics: Primary screen using the drug-selected MDR subline cells KB-V1 | AID 1347076, 2019 | KB-V1 MDR cells viability, CellTiter-Glo, 72 h | actives 3.4% (n = 400,000) | Potency, µM (series often up to 46.1 µM), for inactives: at the top dose activity change, negative = cytotoxicity, actives largely listed as cytotoxic; note: % is set by controls: 0 for no effect and ±100 for the full control effect; nearly all actives have a fitted effect of over 60% in size
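Luminescent ATP read-out (CellTiter-Glo, 10 min) measures survival of drug-selected KB-V1 MDR cells after 72 h, 37 degrees C compound exposure. Medium: phenol-red-free DMEM, 10% FBS. Values from fitted concentration-response curves.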
GLP-1R inv ag = qHTS of GLP-1 Receptor Inverse Agonists (Inhibition Mode) | actives 1.6% (n = 410,000) | Potency, µM (doses to about 38.3 µM), inactives show at the highest dose activity change, negative = inhibition, most hits filed as inhibitors | HEK293 GLP-1R CRE-luciferase, luminescence, 24 h; GLP-1R form is constitutively active | AID 624417, 2012; note: % is set by controls: 0 for no effect and ±100 for the full control effect; nearly all actives have a fitted effect of over 55% in size
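Inverse agonism was detected as reduced cAMP-driven luciferase luminescence after 24 h compound treatment. The cells were HEK293 clones expressing constitutively active human GLP-1R with the reporter. Reporter-only and GPR119 cell lines served as counterscreen controls.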
SW480 rerep = A quantitative high throughput screen for small molecules that induce DNA re-replication in SW480 colon adenocarcinoma cells. SW480 DNA re-replication, Hoechst DNA content imaging, 48 h. Potency, µM (titrated, usually from 46.1 µM), inactives show at the highest dose re-replication activation, most hits filed as activators. actives 1.8% (n = 340,000). AID 624297, 2012; note: % of control where 0% means no effect; nearly all actives have a fitted effect of over 55% in size
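Quantitative HTS format with DMSO vehicle controls; 48 hr drug incubation at 37 C, then 40 min Hoechst staining and scanning imager measurement at 405 nm excitation.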
* hit, by the source's call; ? = inconclusive; . = no result given; & = joins results of further samples; [ ] = dose if it differs, or a comment. Calls come from the whole dose curve; as a rule, active = well fitted curve in the direction sought with a large enough effect; inconclusive = small, poorly fitted or top-dose-only effect, or another doubt; inactive = no such curve, though single readings can be large; an effect the other way counts as inactive or inconclusive. Potency is the fitted concentration of half-maximal effect. Rows were taken by chance. Share with any hit: about 9.4%.

SMILES | HT1080 IDH1KD tx | HT1080-NT tox | TDP-43 yeast inh | KB-3-1 cytotox | HEK293 tox | GLP1R ag | KB-V1 MDR tox | GLP-1R inv ag | SW480 rerep
Cc1ccc(C(=O)N/C(=C\c2cn(S(=O)(=O)N(C)C)c3ccccc23)C(=O)NCCCN2CCOCC2)cc1 | -21.5% | -29.9% | 19.4% | 0.0% | -11.9% | -1.8% | 0.0% | ? | ?
C=CCN(CC=C)C(=S)NC(=O)/C=C/c1ccccc1 | 13.6% | 10.3% | -18.9% | 0.1% | -22.2% | -3.2% | -3.0% | -12.6% | -2.0%
COc1cc(OC)cc(C(=O)Nc2sc3c(c2C(N)=O)CCC3)c1 | 2.3% | -8.6% | -12.2% | -24.8% | -4.0% | 4.5% | 20.8% | 6.4% | ?
CCC(=O)Nc1sc2c(c1C(=O)N(C)C)CCCCC2 | 0.4% | 2.6% | -8.6% | -1.0% | 11.7% | 3.0% | 2.9% | 11.6% | -3.0%
COc1ccc(C(C#N)c2ccc(=O)[nH]n2)cc1 (configuration not stated) | 0.7% | 4.1% | -6.5% | 14.3% | -3.2% | 0.6% | 3.2% | 25.0% | 2.4%
CN=C1c2c(-c3ccccc3)c3cc(OC)ccc3n2CCN1C | ? | -27.9% | -1.3% | ? | -4.5% | 0.4% | 8.4% | -8.8% | ?
CCn1c(CSc2nnc(-c3ccncc3)n2CCOC)nc2cc(C(=O)O)ccc21 | 19.0% | 11.0% | 7.4% | 0.7% | 14.3% | -3.1% | -5.7% | -7.3% | -13.0%
O=C(Nc1c(Br)cc2c(c1Br)Cc1ccccc1-2)C(F)(F)F | 0.7% | 0.0% | -8.8% | -16.4% | 30.5%[activator] | -1.0% | -18.3% | 13.5% | -0.2%
COc1ccc(NC(=O)Nc2cccc(C)n2)c(OC)c1 | 17.4% | 4.5% | -9.9%&12.0% | 9.0%&8.4% | -12.5%&-0.6% | -3.0%&0.9% | 29.3%&-7.1% | 17.5%&1.7% | -0.8%
COc1ccccc1C(CNC(=O)c1cc(S(=O)(=O)N2CCOCC2)ccc1C)N1CCCC1 (configuration not stated) | -1.3% | 4.0% | 14.3% | 20.4% | 8.7% | -1.2% | -20.7% | 7.9% | -3.2%
Nc1nc(=S)c2[nH]cnc2[nH]1 | 1.3µM* | 2.31µM* | 5.1% | 1.03µM* | -27.0% | 3.9%&0.9% | 0.731µM* | -24.0% | 18.5%
O=C(NCC(=O)N(CC1CCCO1)C(C(=O)NC1CCCCC1)c1cccnc1)c1cccs1 (configuration not stated) | -2.7% | -3.6% | -6.4% | -2.8% | 0.7% | 3.5% | -1.0% | -2.4% | -1.0%
CCOc1ncccc1C(=O)OCC(=O)Nc1cc(S(=O)(=O)N2CCOCC2)ccc1C | -8.7% | 0.5% | -15.1% | -18.0% | 23.4% | 1.8% | ? | 16.1% | ?
O=C(O)CC(C(=O)O)C(c1ccccc1)c1ccccc1 (configuration not stated) | 14.6% | 16.2% | -19.9% | ? | 5.4% | -0.2% | -2.9% | -7.9% | -3.0%
CC(C(=O)Nc1ccc(C(N)=O)cc1)N1C(=O)c2ccccc2S1(=O)=O (configuration not stated) | 6.0% | 6.4% | -18.1% | -13.2% | 8.3% | 7.5% | -11.5% | 6.4% | -316.2%[inhibitor]
O=C(Nc1ccc(-c2cnco2)cc1)c1ccc(F)cc1F | 8.3% | 11.9% | 0.0% | 1.3% | 0.3% | -1.1% | 8.6% | 15.8% | 1.5%[9.22 µM]
COc1ccc(N2CCN(C(=O)COC(=O)c3ccc(-n4nc(C)cc4C)cc3)CC2)cc1 | -1.1% | -10.2% | 37.2% | -1.4% | 5.3% | -5.1% | -2.9% | -4.0% | -1.9%
COc1cccc(CNCC(=O)N2C(C)CCCC2C)c1 (configuration not stated) | -6.2% | 10.2% | -18.4% | -0.1% | -0.6% | -2.0% | -9.1% | -2.1% | -12.0%
CN1CCN(CC(O)COCCOc2ccc(Br)cc2)CC1 (configuration not stated) | 9.8% | 6.6% | -11.7% | 7.2% | -18.3% | 0.1% | 4.8% | ? | -1.1%
C/C(=N\NC(=O)c1nnn(-c2nonc2N)c1CN(C)c1ccccc1)c1ccccc1O | ? | ? | -4.8% | 6.51µM* | 14.5% | 8.0% | 0.0% | ? | 3.26µM*
CNc1nc(C)c(C#N)c(-c2ccccc2)c1C(C)=O | -6.6% | -6.1% | 13.3% | -5.5% | 15.3% | 13.1% | 2.2% | 35.5%[activator] | -8.6%
CCc1nnc(NC(=O)c2ccc(S(C)(=O)=O)cc2)s1 | -0.7% | 1.4% | 0.0% | 0.5% | 2.3% | -0.9% | 3.5% | 7.8% | ?
CCOc1ccc(-c2[nH]ncc2Oc2ccccc2OCC)c(O)c1 | ? | ? | 17.8µM* | -4.4% | ? | 0.5% | -10.9% | ? | 12.9%
Cc1cc(C)n2nc(C(=O)N3CCOCC3)nc2n1 | 19.4% | 11.5% | 14.9% | 6.8% | 1.4% | -32.0% | 9.8% | 4.5% | 2.1%
CCOC(=O)N1CCN(C(=O)C(C)SCc2ccccc2)CC1 (configuration not stated) | 7.6% | 7.5% | 1.8% | 4.2% | 4.1% | -2.7% | ? | -12.2% | -0.4%
O=C(Nc1ccc(Cl)cc1)NC1(C(=O)NCCCN2CCOCC2)CCCCC1 | 12.6% | 3.4% | -3.6% | -10.7% | -6.5% | -3.3% | 20.1% | 6.4% | -13.3%
Cc1ccc(Nc2c([N+](=O)[O-])ccc3c2=NC2(CCCCC2)N=3)cc1 | 3.1% | 11.3% | 29.7% | -26.1% | -21.4% | 1.9% | 2.7% | 26.5% | 3.3%
Nc1nnc(SCc2ccc(F)cc2)s1 | -25.1% | -2.6% | -11.7% | 1.1% | 1.3% | -1.5% | -18.0% | 16.3% | 2.6%
COc1ccc(CCNC(=O)c2cc3c(=O)n4cccc(C)c4nc3n(Cc3ccco3)c2=N)cc1OC | 3.8% | -2.1% | -15.1% | -2.6% | 21.5% | 17.4% | -2.2% | 2.0% | ?
CCN(CC)C(=O)C1=C(C)N(Cc2ccc(F)cc2)C(=O)C(CC(=O)NCCN2CCOCC2)C1 (configuration not stated) | -1.9% | 0.0% | 1.1% | -8.1% | -0.7% | -4.0% | 8.0% | 17.7% | .
Cc1ccc(S(=O)(=O)CC(=O)Nc2ccccn2)cc1 | 1.3% | 0.0% | -3.0% | -0.6% | 8.6% | 6.6% | -1.0% | 18.7% | -7.8%
COc1ccc(NC(=O)Cc2c(Sc3ccccc3)c3ccccc3n2C)cc1 | -6.8% | -5.8% | -22.8% | 0.5% | -4.9% | 3.2% | -3.6% | 0.5% | -57.0%[inhibitor]
CCCCCC(=O)N1CC2(CC)CN(C(=O)CCCCC)CC(CC)(C1)C2=O | -7.8% | -5.3% | -9.7% | 5.9% | -12.6% | -2.0% | ? | 2.4% | -7.9%
COc1ccc(CC(C)Nc2cccc(SC)c2)cc1 (configuration not stated) | -0.4% | 3.0% | 26.0% | -5.2% | 0.2% | 10.2% | -4.6% | ? | -1.9%
COc1cc(CNCc2cc(OC)c(OC)c(OC)c2)cc(OC)c1 | 0.2% | 0.0% | -2.9% | -19.1% | 2.0% | -7.0% | -0.7% | 4.0% | ?
Cc1cc(C)n(CC(C)O)c(=O)c1C#N (configuration not stated) | 3.3% | 4.0% | -19.2% | -7.3% | -22.5% | 1.5% | 15.8% | 0.8% | -3.3%
CCN(C(=O)CSc1nnc(-c2ccncc2)n1Cc1ccccc1)C1CCS(=O)(=O)C1 (configuration not stated) | -8.8% | 1.5% | -7.3% | -1.0% | 11.9% | 5.8% | -2.7% | 0.7% | -1.7%
COc1ccc(CCNC(=O)CCCN2C(=O)c3ccccc3C2=O)cc1OC | 0.0% | 14.8% | -2.1% | 5.5% | 5.5% | -0.5% | 3.5% | -0.3% | -4.3%
Cc1c(NC(=S)NC(=O)C(c2ccccc2)c2ccccc2)cccc1C(=O)O | -8.0% | -18.3% | 3.8% | 0.9% | 1.9% | 13.7% | -11.5% | 0.0% | 2.2%
COc1ccc(-c2nc(CSCC(=O)NCCC(C)C)c(C)o2)cc1OC | . | . | 0.0% | 3.1% | 5.4% | . | -17.2% | 2.9% | .
Cc1c(C(=O)Nc2ccccc2-c2ccccc2)cccc1[N+](=O)[O-] | -2.7% | -1.1% | 12.3% | 4.6% | -3.5% | 6.1% | 14.6µM* | -14.5% | -12.3%
CCN(C(=O)c1c(-c2ccccc2Cl)noc1C)C1CCCCC1 | -13.0% | -9.1% | 0.0% | -3.7% | 7.1% | 0.9% | ? | ? | -5.8%

3 consecutive records out of the list so far:
SMILES | HT1080 IDH1KD tx | HT1080-NT tox | TDP-43 yeast inh | KB-3-1 cytotox | HEK293 tox | GLP1R ag | KB-V1 MDR tox | GLP-1R inv ag | SW480 rerep
COc1ccc(-c2nc(CSCC(=O)NCCC(C)C)c(C)o2)cc1OC | . | . | 0.0% | 3.1% | 5.4% | . | -17.2% | 2.9% | .
Cc1c(C(=O)Nc2ccccc2-c2ccccc2)cccc1[N+](=O)[O-] | -2.7% | -1.1% | 12.3% | 4.6% | -3.5% | 6.1% | 14.6µM* | -14.5% | -12.3%
CCN(C(=O)c1c(-c2ccccc2Cl)noc1C)C1CCCCC1 | -13.0% | -9.1% | 0.0% | -3.7% | 7.1% | 0.9% | ? | ? | -5.8%
